Assay outcomes: PubChem, The Scripps Research Institute Molecular Screening Center
OX1R antag-1: OX1R (human) antagonism; O43613; OX1R-expressing cells, FRET antagonist read-out; inhibition, % at 6.6 µM; 1.8% of 330,000 active; AID 485270; in the data active = inhibition mostly above about 38%, no sharp cut-off; inactive = mostly below about 40%;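 note: 0% = agonist challenge alone and 100% = reference antagonist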
Target sequence (O43613 whole entry, looked up): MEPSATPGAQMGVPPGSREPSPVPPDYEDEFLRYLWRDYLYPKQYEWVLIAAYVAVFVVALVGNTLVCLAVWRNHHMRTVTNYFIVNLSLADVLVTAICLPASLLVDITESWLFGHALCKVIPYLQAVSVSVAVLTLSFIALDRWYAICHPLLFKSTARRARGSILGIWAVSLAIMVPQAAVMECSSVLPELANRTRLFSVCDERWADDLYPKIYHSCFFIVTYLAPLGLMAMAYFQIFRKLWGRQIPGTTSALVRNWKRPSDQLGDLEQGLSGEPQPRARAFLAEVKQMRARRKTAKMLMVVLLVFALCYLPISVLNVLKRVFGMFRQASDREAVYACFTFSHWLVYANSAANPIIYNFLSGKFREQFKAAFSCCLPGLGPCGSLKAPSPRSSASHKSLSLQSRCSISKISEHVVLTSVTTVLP
OX1R antag-2: human HCRTR1 antagonism; inhibition, % at 5 µM; O43613; 0.43% of 330,000 active; AID 434989; CHO/OX1R cells, Fluo-8 calcium fluorescence, orexin A;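 active = inhibition above its plate's threshold, mean inhibition of all tested compounds on the plate plus 3 SD, cut at about 37% in these data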;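 note: 0% = orexin A challenge wells and 100% = SB-334867-A antagonist wells; not every result past the cut was called active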
The depositor's hits bear a star; & = joins results of further samples. Outcome played no part in choosing rows; overall some 2.1% were active at least once.

Results follow in this order: OX1R antag-1 | OX1R antag-2
COc1ccc(-n2c(Cc3cc(=O)[nH]c(=O)[nH]3)nnc2SCC(=O)Nc2cc(C(F)(F)F)ccc2Cl)cc1
 : 13 | -7
COc1ccc(C(=O)C2CCCN(S(=O)(=O)C(C)C)C2)c(C)c1 (centres undefined)
 : 6 | -17
COc1ccccc1C(=O)N(Cc1ccc(Cl)cc1)C1CCS(=O)(=O)C1 (centres undefined)
 : -4 | -11
Cc1sc2ncnc(N3CCN(S(=O)(=O)c4ccc(F)cc4)CC3)c2c1C
 : 31 | 2
COc1ccccc1CNC(=O)c1ccc(C)s1
 : 6 | -23
CC(C)CNS(=O)(=O)c1ccc(OCC(=O)Nc2ccc3c(c2)OCO3)c(Cl)c1
 : 12 | -16
CC(=O)CC(=O)NC1C2CC3CC(C2)CC1C3 (centres undefined)
 : 28 | -13
COc1cccc(/C=C2\SC(=O)N(CCC(=O)N3CCCCC3CCO)C2=O)c1 (centres undefined)
 : 18 | -42
O=C(C1=C(O)C(=O)N(CCc2ccccc2)C1c1cccnc1)c1ccco1 (centres undefined)
 : 15 | 6
Oc1[nH]c2ccccc2c1C=Nc1ccc2c(c1)OCO2
 : 59* | -3
CCN(CC)C(C)C(=O)Nc1c2c(cc3c1CCC3)CCC2 (centres undefined)
 : 16 | -16
Cc1ccc(C)c(Cn2c3ccccc3c3cnn(CC(=O)NCCCN4CCCCC4)c(=O)c32)c1
 : -6 | -43
O=C(CCNS(=O)(=O)c1cccc2nonc12)Nc1ccc(Cl)cc1
 : 27 | -21
Cc1c(C2CC(=O)N(c3ccccc3)C2=O)[nH]n(-c2ccccc2)c1=O (centres undefined)
 : 39 | -17
CCn1c(SCC(=O)NC(C)C)nnc1-c1cccs1
 : 0 | 5

Some of these compounds in order of their number in OX1R antag-2, highest first:
Results follow in this order: OX1R antag-1 | OX1R antag-2
O=C(C1=C(O)C(=O)N(CCc2ccccc2)C1c1cccnc1)c1ccco1 (centres undefined)
 : 15 | 6
COc1ccc(-n2c(Cc3cc(=O)[nH]c(=O)[nH]3)nnc2SCC(=O)Nc2cc(C(F)(F)F)ccc2Cl)cc1
 : 13 | -7
COc1ccccc1C(=O)N(Cc1ccc(Cl)cc1)C1CCS(=O)(=O)C1 (centres undefined)
 : -4 | -11
CC(=O)CC(=O)NC1C2CC3CC(C2)CC1C3 (centres undefined)
 : 28 | -13
CC(C)CNS(=O)(=O)c1ccc(OCC(=O)Nc2ccc3c(c2)OCO3)c(Cl)c1
 : 12 | -16
COc1ccc(C(=O)C2CCCN(S(=O)(=O)C(C)C)C2)c(C)c1 (centres undefined)
 : 6 | -17

Next section
Results follow in this order: OX1R antag-1 | OX1R antag-2
COc1cccc(C(=O)N/N=C/C(Br)=C/c2ccccc2)c1
 : 16 | -5
Cc1ccc(-c2cccc(NC(=O)C3C(C(=O)O)[C@@H]4C=C[C@H]3C4)c2)o1 (some centres undefined)
 : 22 | -20
CC1(c2ccc(Cl)cc2)NC(=O)N(CC(=O)N2CCc3ccccc3C2)C1=O (centres undefined)
 : -5 | 6
Cc1ccc(NC(=O)c2ccc(-n3cccn3)c([N+](=O)[O-])c2)cc1C
 : 13 | -10
CCC1(CC)NC(=O)N(CC(=O)Nc2ccc(-n3cnnn3)cc2)C1=O
 : 1 | -4
CCn1cc(/C=C(\NC(=O)c2ccccc2OC)C(=O)NCCCN2CCOCC2)c2ccccc21
 : 16 | -35
CC(=O)Nc1ccc(NC(=O)C2CCN(C(=O)c3ccc([N+](=O)[O-])cc3)CC2)cc1
 : 28 | -1
C=CCSc1[nH]c(=O)cc(C)c1C(N)=O
 : 10 | 6
O=C(CSc1nnc(-c2cccnc2)s1)Nc1cccc(C(=O)O)c1
 : 9 | -7
O=C(CCc1nc(-c2ccc(F)cc2)no1)Nc1cccc(C(=O)NC2CC2)c1
 : 6 | -13
COc1ccc(NS(=O)(=O)c2ccc3c(c2)[C@H]2C=CC[C@H]2[C@@H](c2ccc(C(=O)O)cc2)N3)cc1
 : 12 | 10
O=C(CCSCCc1ccccn1)Nc1nccs1
 : 15 | -7
O=C(CN1CCCC1)NC(c1ccccc1)c1ccccc1
 : 10 | -14
O=C(CN1CCOCC1)Nc1ccc(F)cc1
 : -1 | -27
COc1cc(NC(=O)CN(C)S(=O)(=O)c2cccs2)cc(OC)c1
 : 36 | -15
C=C(C)COc1ccc2c(CC)cc(=O)oc2c1
 : 16 | -1
CCS(=O)(=O)NCC(c1cccnc1)N1CCN(c2ccccc2)CC1 (centres undefined)
 : -3 | -14
COc1ccc(/C=C(/C#N)c2cccnc2)cc1OC
 : 16 | -20
O=C(/C=C/c1ccccc1)Nc1ccc(N2CCCCC2)cc1
 : 30 | -3
O=C(N/N=C/c1cccnc1)C(O)(c1ccccc1)c1ccccc1
 : 9 | -11
Cc1ccc(NC(=O)Cn2cc(S(=O)(=O)c3ccc(C)cc3)c(=O)c3cc(F)ccc32)cc1
 : 6 | -3
COc1ccc(NC(=O)c2ccc3c(c2)OCCO3)cc1OC
 : 12 | -15
O=C(O)c1ccc2c(c1)ncn2C1CCCCC1
 : 18 | -5
COc1ccc(-c2cc(C(=O)Nc3ccc(F)cc3F)no2)cc1
 : 1 | -27
CCOC(=O)C1=C(COc2ccccc2)NC(=O)NC1c1cccc([N+](=O)[O-])c1 (centres undefined)
 : 27 | -41
N#Cc1ccc(NC(=O)CN2C(=O)NC(Cc3ccccc3)C2=O)cc1 (centres undefined)
 : 12 | -7
C[N+](C)(CCOc1ccccc1)Cc1ccccc1 (tested in a mixture with another compound)
 : 26 | 22
COc1ccc2c(c1)c(C(O)CN1CCC(Cc3ccccc3)CC1)c(C)n2C (centres undefined)
 : 19 | -33
Cc1ccc(NC(=O)CCc2nc3ccccc3s2)c(O)c1
 : 5 | -15
COc1ccc(N(CC(=O)NCC2CCCO2)S(=O)(=O)c2c(C)noc2C)cc1 (centres undefined)
 : 17 | -17
Cc1c(/C=N/NC(=O)c2cc(Br)ccc2O)c(=O)n(C)c(=O)n1C
 : 18 | -19
CN(Cc1ccc2ccccc2c1)C(=O)c1ccc(C(F)(F)F)cc1
 : 2 | -3
CC1CCc2[nH]c3ccc(C(=O)N(C)CC(=O)Nc4ccccc4Br)cc3c2C1 (centres undefined)
 : 34 | -29
NS(=O)(=O)c1ccc(N/N=C/c2cn(-c3ccccc3)nc2-c2ccccc2)c([N+](=O)[O-])c1
 : 8 | -7
Cc1ccc(NC(=O)c2ccc(S(=O)(=O)N3CCCCCC3)cc2)nc1
 : 25 | -26
COc1ccc(S(=O)(=O)N(CC(=O)NC2CC2)Cc2ccccc2)cc1
 : 13 | -18
O=C(NCCCO)C(=O)c1c(-c2ccccc2)cc2ccccn12
 : 30 | -31
Cc1nnc(SCC(=O)NCc2ccco2)n1-c1ccccc1
 : 15 | 2
COc1cc(-c2nc(-c3ccc4c(c3)-c3ccccc3S4(=O)=O)c(-c3ccccc3)[nH]2)cc(OC)c1O
 : 41 | -3
CCOC(=O)c1cc(NC(=O)C2C3C=CC(O3)C2C(=O)O)cc(C(=O)OCC)c1 (centres undefined)
 : -10 | -20
Cc1cc(C)cc(NC(=O)c2c(C)nc3ccccn23)c1
 : 9 | -29
Cc1cc2c(cc1S(=O)(=O)Nc1cccc(F)c1C)NC(=O)CO2
 : 2 | -6
O=C1CN(C(=O)C2CCCC2)CCN1
 : 3 | -8
Cn1c(CNC(=O)c2ccc(Cl)cc2)nnc1SCC(=O)NC1=NCCS1
 : 18 | -4
O=C(NC(Cc1c[nH]c2ccccc12)C(=O)O)c1cccs1 (centres undefined)
 : 20 | -12
Fc1ccc(-c2cc(C(F)(F)C(F)F)[nH]n2)cc1
 : 9 | 27
CCc1ccc(NC(=O)CC2C(=O)N(c3cccc(C)c3)C(=O)N2C2CC2)cc1 (centres undefined)
 : 17 | -24
CCCCNC(=O)NC1C(NC(=O)NCCCC)N(C)C(=O)N1C (centres undefined)
 : 26 | 4
O=C(CN1C(=O)C2C3C=CC(C3)C2C1=O)Nc1ccc2nccnc2c1 (centres undefined)
 : 23 | -5
CC(=O)N1Cc2ccccc2CC1C(=O)NCc1ccccc1F (centres undefined)
 : 2 | -2
O=C(CCCNC(=O)c1ccc(Cl)cc1)Nc1nccs1
 : 3 | -21
CC1C/C(=C/c2ccncc2)C(=O)/C(=C/c2ccncc2)C1 (centres undefined)
 : 33 | -6
COc1ccccc1-n1cnc2cc(NC(C)=O)ccc21
 : 21 | 0
CCOC(=O)c1c(-c2ccccc2)csc1NC(=O)CSc1nc(C)cc(C)n1
 : 36 | -4
OCC[C@@H]1C[C@H](O)[C@@H](O)[C@@]2(OCCc3ccccc32)O1
 : 16 | -1
CC1(C)SC2C(NC(=O)COc3ccccc3)C(=O)N2C1C(=O)O (centres undefined)
 : 19&-11 | 0&-23
CCN(CC(=O)Nc1ccccc1C(F)(F)F)C(=O)c1oc2c(Cl)cccc2c1C
 : 11 | -38
O=C(Nc1nnc(SCc2ccc(F)cc2)s1)C1CC(=O)N(c2ccc3c(c2)OCCO3)C1 (centres undefined)
 : -1 | -6
CCC(C(=O)Nc1cc(C)nn1-c1nc(C)cc(C)n1)c1ccccc1 (centres undefined)
 : 18 | -27
CCn1c(SCC(=O)Nc2ccc3c(c2)OCCO3)nnc1-c1ccncc1
 : 21 | -1

Carrying on.
Results follow in this order: OX1R antag-1 | OX1R antag-2
COc1cc(C(=O)NCC(=O)OCC(=O)Nc2ncc(Cl)cc2Cl)cc(OC)c1OC
 : 25 | -28
O=C1CCN(C2CCN(Cc3nc(Cc4ccccc4F)no3)CC2)CCN1
 : 14 | 2
CCC(=O)N1CCc2cc(Br)cc(S(=O)(=O)N3CCCC(C(=O)NC(C)(C)C)C3)c21 (centres undefined)
 : 14 | -37
CC(Sc1nnnn1-c1ccc(O)cc1)C(=O)NNC(=O)c1ccc(F)cc1 (centres undefined)
 : 1 | -11
COc1ccc(OC)c(S(=O)(=O)Nc2ccc3[nH]c(=O)[nH]c3c2)c1
 : -1 | 6
CCOC(=O)[C@H]1[C@H]2COc3ccc(OC)cc3[C@@H]2N2C(=O)[C@H](C)NC(=O)[C@@]12C
 : -2 | -6
CCOC(=O)C1(Cc2cccc(F)c2)CCN(CC(O)CO)CC1 (centres undefined)
 : 14 | -15
CC(C)(C)NC(=O)COC(=O)c1ccccc1C(=O)c1ccccc1
 : 12 | -21
CCc1ccc(C2CC(c3ccc(Cl)cc3)n3nc(N)nc3N2)cc1 (centres undefined)
 : 15 | -7
CCOC(=O)Cc1csc(NC(=O)C(NC(=O)C2CCCCC2)C(C)C)n1 (centres undefined)
 : 8 | -33
CCN1CCN(C(CNS(=O)(=O)c2ccc(C)cc2)c2cccnc2)CC1 (centres undefined)
 : 4 | -11
COc1cccc(C(=O)Nc2nc3ccccc3[nH]2)c1
 : 15 | -12
CN1CCN(c2ccc(S(=O)(=O)N3CCOCC3)cc2NC(=O)CSCc2ccccc2)CC1
 : 4 | -19
C#CCNC(=O)/C=C/c1ccc(OC)cc1
 : 15 | -5
O=C(O)c1ccccc1-n1c2ccccc2c2ccccc21
 : 21 | -9
O=C(N/N=C/c1cccc([N+](=O)[O-])c1O)C(O)(c1ccccc1)c1ccccc1
 : 26 | -11
COc1ccc(C(=O)NC(C(=O)N2CCN(c3ccccc3O)CC2)C(C)C)cc1 (centres undefined)
 : 22 | -38
CN(C)CC/C=C1/c2ccccc2CS(=O)(=O)c2ccccc21
 : 41 | -1
Cc1ccccc1CS(=O)(=O)CCC(=O)NCCN1CCN(c2cccc(Cl)c2)CC1
 : 17 | -30
COc1cccc(NC2=C(NCCO)C(=O)c3ccccc3C2=O)c1
 : 46* | -29
COc1ccc(C(=O)Nc2cccc(-c3cc4ccccc4oc3=O)c2)cc1[N+](=O)[O-]
 : 15 | -2
O=C(COC(=O)c1cccc2ccccc12)Nc1ncc(C(F)(F)F)cc1Cl
 : 25 | -4
Cc1nn(-c2ccccc2)c2nc(C(F)(F)F)[nH]c(=O)c12
 : 9 | -13
CCN(CC)CCCn1c(=S)[nH]c2ccccc2c1=O
 : 16 | -20
COc1ccc(C(CNC(=O)C(Cc2ccccc2)NC(N)=O)N(C)C)cc1 (centres undefined)
 : 1 | -19
Cc1ccc(-n2cc(-c3ccccc3)c3c(N4CCN(C)CC4)ncnc32)cc1
 : 5 | -37
COC(C(=O)NC1CC1)c1ccccc1 (centres undefined)
 : 11 | -2
Cc1cccc(C)c1OCC(=O)Nn1c(COc2ccccc2)nc2ccccc2c1=O
 : 13 | -9
Nc1nnc(-c2cccc([N+](=O)[O-])c2)o1
 : 28 | 1
Cc1cccc(-c2nc(=S)c3c(o2)CCCC3)c1
 : 6 | -10
CCCn1c(=O)[nH]c(=O)c2c1nc(-c1ccc(C#N)cc1)n2CCOC
 : 17 | -9
CCn1c(CNc2cccc(C(F)(F)F)c2)n[nH]c1=S
 : 3 | -17
Cc1nnc(SCC(=O)N2c3ccccc3C(C)(c3ccccc3)CC2(C)C)s1 (centres undefined)
 : 16 | -30
CC(C)NC(=O)CC1C(=O)NCCN1CC(c1ccccc1)c1ccccc1 (centres undefined)
 : 18 | -44
CCC(=O)c1cc2c(C)cc(=O)oc2c(C)c1OC
 : 8 | 0
CN(C)C(=O)/C(=C\c1ccncc1)NC(=O)c1ccccc1
 : 37 | -7
CCN(CC(=O)NCc1cccs1)C(=O)CCCOc1ccc(C(C)(C)C)cc1
 : 16 | 5
CN(CCCNC(=O)c1cc2c(Cl)nc3ccccc3c2s1)Cc1ccccc1
 : 14 | -21
Fc1ccc(CNC(=S)NC2CCCC2)cc1
 : 6 | 2
CC(C)CCOc1ccc(/C=N/N2C(=O)CSC2=S)cc1
 : 14 | -3
O=C(COc1ccc2c3c(c(=O)oc2c1)CCC3)NCc1ccccn1
 : 18 | -3
Cc1ccc(NC(=O)CSc2sc3c(O)cc(=O)[nH]c3c2C#N)c(F)c1
 : 4 | -1
C/C(=N\OCC(=O)OCC(=O)N(Cc1ccccc1)C(C)(C)C)c1ccc2c(c1)OCO2
 : 15 | -26
O=C(CCCn1c(=S)[nH]c2cc3c(cc2c1=O)OCO3)N1CCN(c2ncccn2)CC1
 : 13 | -20
N#C/C(=C\c1ccc(OCCN2CCOCC2)cc1)C(=O)Nc1ccccc1
 : 2 | -11
